KB-3-1 tox – kills parental KB-3-1 adenocarcinoma cells; KB-3-1 viability, CellTiter-Glo ATP luminescence, 72 h; AID 1347075; 400,000 compounds, 1.4% hits; Potency, µM (titrated, usually from 46.1 µM), for the others: at the top dose activity change, negative = cytotoxic, usual class: cytotoxic; also: % is scaled to controls: 0 for no effect and ±100 for the full control effect; nearly all actives have a fitted effect of over 60% in size
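Viability of parental KB-3-1 cells, measured by CellTiter-Glo luminescence, followed a 72 h incubation at 37 °C with pinned compounds in phenol-red-free DMEM containing 10% FBS.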
GLP1R inv ag – acts as inverse agonist at human GLP-1 receptor. HEK293 GLP-1R CRE-luciferase, luminescence, 24 h; GLP-1R form is constitutively active. Potency, µM (top dose mostly 38.3 µM), for inactives: at the top dose activity change, negative = inhibition, hits mostly inhibitors. 410,000 compounds, 1.6% hits. AID 624417; also: % is scaled to controls: 0 for no effect and ±100 for the full control effect; nearly all actives have a fitted effect of over 55% in size
Target sequence (P43220 whole entry, looked up): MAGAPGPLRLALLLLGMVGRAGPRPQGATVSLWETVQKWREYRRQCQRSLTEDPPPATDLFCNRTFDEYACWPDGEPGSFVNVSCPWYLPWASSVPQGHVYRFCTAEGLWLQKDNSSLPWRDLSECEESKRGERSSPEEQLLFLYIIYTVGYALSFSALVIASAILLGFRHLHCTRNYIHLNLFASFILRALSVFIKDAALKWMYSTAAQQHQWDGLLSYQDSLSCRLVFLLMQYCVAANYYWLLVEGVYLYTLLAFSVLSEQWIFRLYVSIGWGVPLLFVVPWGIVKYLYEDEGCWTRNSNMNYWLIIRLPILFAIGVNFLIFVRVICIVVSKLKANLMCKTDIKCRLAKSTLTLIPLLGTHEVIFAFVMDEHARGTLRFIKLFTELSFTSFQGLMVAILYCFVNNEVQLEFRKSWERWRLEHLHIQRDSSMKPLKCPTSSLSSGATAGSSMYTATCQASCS
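Constitutively active GLP-1R drives a cAMP-responsive luciferase in stably transfected HEK293 cells; test compounds are added after overnight (12 h) attachment and left 24 hr, and signal loss in luminescence marks inhibition.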
GLP1R ag – agonists of human GLP-1 receptor; AID 624172; P43220; HEK293 GLP-1R CRE-luciferase, luminescence, 4-6 h; cells express a hypersensitive GLP-1R form; Potency, µM (series often up to 45.6 µM), inactives show top-dose activation, most hits filed as activators; 380,000 compounds, 0.007% hits; also: % of control where 0% means no effect
HT1080NT lethal – kills 2HG-producing HT-1080-NT fibrosarcoma cells; HT-1080-NT fibrosarcoma viability, CellTiter-Glo ATP luminescence, 48 h; Potency, µM (titrated, usually from 46.1 µM), inactives show at the highest dose activity, negative = less viability, hits mostly cytotoxic; 360,000 compounds, 1.6% hits; AID 686970;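 also: NT is the 2HG producing partner of a matched IDH1 knockdown line; 0% = DMSO-treated cells and -100% = media-only wells without cells; nearly all actives have a fitted effect of over 55% in size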
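Toxicity toward the 2HG-producing NT line was scored as %Activity, normalised to DMSO and no-cell wells, from CellTiter-Glo luminescence after 48 hours' treatment.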
HT1080 IDH1KD tx – HT-1080 IDH1 knockdown cell toxicity (counter line); HT-1080 IDH1 knockdown viability, ATP luminescence, 48 h; Potency, µM (highest dose often 46.1 µM), for inactives: top-dose activity, negative = toxicity, usual class: cytotoxic; 360,000 compounds, 2% hits; AID 686971;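 also: 0% = DMSO wells and -100% = cell-free medium wells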
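CellTiter-Glo luminescence after 48 h compound exposure at 37 degrees C of IDH1-knockdown HT-1080 cells in 5% FBS RPMI. %Activity scaled between DMSO wells and cell-free media wells, with curves fitted and assigned curve classes.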
SW480 rerep – DNA re-replication induction in SW480 cells. 340,000 compounds, 1.8% hits. SW480 DNA re-replication, Hoechst DNA content imaging, 48 h. Potency, µM (highest dose often 46.1 µM), without a hit: at the top dose re-replication activation, usual class: activators. AID 624297; also: % of control where 0% means no effect; nearly all actives have a fitted effect of over 55% in size
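Hoechst fluorescence of nuclei (405 nm excitation, 500-530 nm emission) measured by plate-scanning imager after 48 hr compound exposure at 37 C; re-replication scored as increased number of nuclei with elevated intensity.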
HEK293 tox – cytotoxicity counter-screen for GLP-1 receptor inverse agonists | HEK293 cAMP-luciferase reporter cells, luminescence, 24 h | Potency, µM (highest dose often 38.3 µM), for inactives: top-dose activity change, negative = inhibition, hits mostly inhibitors | 410,000 compounds, 0.13% hits | AID 624418;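 also: loss of luciferase light is scored as toxicity; % is scaled to controls: 0 for no effect and ±100 for the full control effect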
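Luminescence readout: signal drop marks cytotoxicity. Plated cells grew 12 h at 37 °C, 5% CO2, received 23 nL compound for 24 h, then got luciferase reagent, read after 12 min at RT.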
TDP43 rescue – rescues yeast growth from TDP-43 toxicity. TDP-43 expressing yeast growth rescue, BacTiter-Glo, 24 h. Potency, µM (highest dose often 46.1 µM), for inactives: top-dose growth rescue (activation), usual class: activators. 410,000 compounds, 1.8% hits. AID 652104; also: % of control where 0% means no effect; nearly all actives have a fitted effect of over 50% in size
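Growth rescue of TDP-43-toxic yeast measured as ATP luminescence (BacTiter-Glo). Cells grown to mid-log in raffinose, induced in galactose at OD600=0.02, exposed to compound 24 hr at 30 deg C.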
KB-V1 MDR tox – KB-V1 MDR subline cytotoxicity. KB-V1 MDR cells viability, CellTiter-Glo, 72 h. 400,000 compounds, 3.4% hits. Potency, µM (doses to about 46.1 µM), for inactives: at the highest dose activity change, negative = cytotoxicity, hits mostly cytotoxic; also: % is scaled to controls: 0 for no effect and ±100 for the full control effect; nearly all actives have a fitted effect of over 60% in size
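Drug-selected KB-V1 cells, grown in DMEM lacking phenol red with 10% FBS, receive compound titrations; after three days at 37 degrees C, surviving cell ATP is quantified by CellTiter-Glo luminescence and responses normalized and curve-fitted.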
* marks the source's active call; other numbers are inactive results; ? = inconclusive; / = not tested or not shown; & = joins results of further samples; [ ] = remark or other dose. Calls follow the shape of the dose curve; as a rule, active = well fitted curve in the direction sought with a large enough effect; inconclusive = small, poorly fitted or top-dose-only effect, or another doubt; inactive = no such curve, though single readings can be large; an effect the other way counts as inactive or inconclusive. Potency is read from the fitted curve at half-maximal effect.

item	Compound	KB-3-1 tox	GLP1R inv ag	GLP1R ag	HT1080NT lethal	HT1080 IDH1KD tx	SW480 rerep	HEK293 tox	TDP43 rescue	KB-V1 MDR tox
1	Cc1onc(-c2ccccc2Cl)c1C(=O)Nc1ccc(Br)cc1	3.7%	?	22.9%	?	?	7.3%	-10.8%	11.2µM*	6.6%
2	CC(C)c1ccc(SCc2noc(C(=O)NCC3CCCO3)c2C(=O)O)cc1 (stereo not given)	0.0%	19.7%	10.1%	-0.2%	-5.7%	-47.4%[inhibitor]	2.0%	14.1%	-15.1%
3	NC(=O)[C@H]1CC2(CC(c3cccc(NC(=O)COc4ccc(Cl)cc4)c3)=NO2)CN1C(=O)C(c1ccccc1)c1ccccc1 (stereo not given in full)	?	5.62µM*	-4.1%	?	?	?	?	-7.3%	18.5%
4	O=C(Nc1ccc(S(=O)(=O)Nc2ncccn2)cc1)c1cnc(Cl)c(Cl)c1	?	3.2%[7.66 µM]	-2.1%	11.5%	0.1%	-0.2%	4.0%[7.66 µM]	4.4%	-0.7%
5	CC(C)n1c(=N)c(C(=O)NC2CCCCC2)cc2c(=O)n3ccccc3nc21	17.7%	-2.5%	/	/	/	/	14.6%	18.5%	?
6	Cc1cc(SCC(=O)c2cccc([N+](=O)[O-])c2)nc(=O)[nH]1	-3.8%	-1.7%	-2.6%	-0.8%	0.5%	-0.1%	-18.4%	0.0%	0.0%
7	CCN(CC)S(=O)(=O)c1ccc(-c2nnc(SCC(N)=O)n2CC)cc1	9.6%	18.6%	14.9%	-2.0%	3.2%	?	-6.3%	-7.5%	20.2%
8	CCC1(c2ccccc2)NC(=O)N(CC(=O)NCc2ccc(OC)cc2)C1=O (stereo not given)	-7.5%	-10.1%	?	-1.9%	4.8%	-0.5%	7.8%	-18.1%	-11.3%
9	O=C1NC[C@@H](c2ccccc2)OC(=O)[C@H](Cc2ccc(F)cc2)C/C=C\C[C@H]1CC(=O)N(CCO)Cc1ccccc1	-12.5%	?	0.0%	-3.1%	4.1%	-0.4%	-2.3%	6.0%	-8.8%
10	O=C(CC(C(=O)O)c1c(F)cccc1Cl)c1ccc(Cl)cc1 (stereo not given)	0.6%	-3.8%	-0.2%	5.9%	1.0%	-4.8%	-3.5%	-28.0%	-1.0%
11	CCC(=O)N1c2ccc(S(=O)(=O)N3CCCCC3)cc2CC1C (stereo not given)	1.1%	100.0%[activator]	15.9%	2.2%	-4.8%	-22.8%	2.1%	?	-7.4%
12	CCOc1ccc(C(=O)NCCC(=O)NCCCC(=O)O)cc1	1.2%	13.3%	0.2%	0.9%	4.5%	-0.9%	15.1%	-14.3%	0.5%
13	O=C(O)CCC(=O)Nc1ccc(F)cc1	3.6%	-9.4%	1.6%	2.6%	0.9%	-5.7%	-24.1%	-12.9%	3.8%
14	CCOC(=O)[C@]12CCCC=C1N(CCc1ccc(OC)c(OC)c1)C(=O)[C@H](CC(=O)N1CCCC1)C2	?	25.4%	/	-0.3%	-20.2%	/	-4.9%	-17.2%	-38.7%
15	CN(C)S(=O)(=O)Oc1ccccc1C(=O)Nc1ccc(F)cc1	-7.9%	-1.9%	7.1%	10.9%	-2.1%	-1.2%	1.0%	-10.5%	-13.0%
16	CCOc1ccccc1N1CCN(C(=O)NCc2ccc(F)cc2)CC1	-3.3%	?	3.2%	-2.7%	-6.7%	?	-11.0%	-18.8%	0.9%
17	CC1CC(C)(C)CC2(C1)NC(=O)N(CC(=O)N1CCN(Cc3ccc(C#N)cc3)CC1)C2=O (stereo not given)	-20.9%	-16.8%	-5.0%	?	?	-1.6%	-8.3%	23.7%	0.0%
18	COc1ccc(CNC(=O)c2sc3nc[nH]c(=O)c3c2C)cc1	9.4%	46.2%[activator]	/	/	/	/	-13.5%	4.8%	17.4%
19	Cc1ccc(S(=O)(=O)N2CCN(CC(=O)NC3CCCc4ccccc43)CC2)cc1C (stereo not given)	?	?	25.4%&6.7%	-2.6%&-15.6%	-15.2%&-14.7%	?	-6.2%&-13.1%	1.7%&8.1%	?
20	CN(C)c1nc(-c2cccnc2)nc(-c2ccccc2)c1C#N	-8.1%	2.5%	12.5%	5.6%	0.3%	10.8%	1.6%	-8.8%	-21.5%
21	COCc1ccc(C(=O)N2CCN(CC(=O)N3CCCC3)CC2)cc1	11.3%	-3.4%	8.8%	-17.5%	6.5%	-9.9%	0.0%	11.8%	?
22	CN1[C@@H](COCc2ccccc2)C=CS1(=O)=O	0.0%	28.4%	-2.6%	1.2%	13.4%	/	3.4%	-8.0%	?
23	COc1ccc(N(C(=O)c2cccnc2)S(=O)(=O)c2ccc(OC)c(OC)c2)cc1	2.9%	-4.1%	-5.9%	4.7%	-0.6%	-6.0%	1.2%	11.7%	-8.2%
24	O=C(Nc1ccccc1)OC1CCCCc2cccnc21 (stereo not given)	11.7%	?	10.4%	2.4%	-6.0%	-15.6%	0.0%	4.6%	-4.4%
25	Cc1ccc(-c2nnc(Nc3ccc(C(=O)N(C)C)cc3)c3ccccc23)cc1S(=O)(=O)NCC1CCCO1 (stereo not given)	-26.7%	-14.8%	5.7%	-3.5%	-8.1%	-7.4%	-22.3%	-20.4%	28.8%

Fetched by structure from the entries so far (2):
item	Compound	KB-3-1 tox	GLP1R inv ag	GLP1R ag	HT1080NT lethal	HT1080 IDH1KD tx	SW480 rerep	HEK293 tox	TDP43 rescue	KB-V1 MDR tox
24	O=C(Nc1ccccc1)OC1CCCCc2cccnc21 (stereo not given)	11.7%	?	10.4%	2.4%	-6.0%	-15.6%	0.0%	4.6%	-4.4%
2	CC(C)c1ccc(SCc2noc(C(=O)NCC3CCCO3)c2C(=O)O)cc1 (stereo not given)	0.0%	19.7%	10.1%	-0.2%	-5.7%	-47.4%[inhibitor]	2.0%	14.1%	-15.1%

Continuation:
item	Compound	KB-3-1 tox	GLP1R inv ag	GLP1R ag	HT1080NT lethal	HT1080 IDH1KD tx	SW480 rerep	HEK293 tox	TDP43 rescue	KB-V1 MDR tox
26	CCOC(=O)N1CCC(NC(=O)CSCc2nc(-c3ccccc3Cl)oc2C)CC1	-17.7%	?	7.5%	-8.0%	-6.1%	-6.5%	9.6%	-21.8%	?
27	Cc1ccc(NC(=O)c2cc(=O)c3ccccc3o2)cc1S(=O)(=O)N1CCOCC1	-9.7%	-9.9%	4.3%	-16.6%	-6.1%	-14.6%	-12.1%	10.9%	16.4µM*
28	CCOC(=O)c1ccc(NC(=O)CSC2=NN3CCCC(=O)N=C3S2)cc1	-1.8%	-5.8%	-1.5%	-2.8%	-11.1%	7.2%	-20.1%	1.7%	-4.4%
29	Cn1ncc(Br)c1C(=O)Nc1ccc(Cl)cn1	-12.4%	8.7%	-1.2%	13.6%	6.0%	-3.8%[9.22 µM]	15.3%	7.0%	0.9%
30	Cc1ccc(CS(=O)Cc2ccc(C(=O)NCc3ccc(OC(C)C)cc3)o2)cc1 (stereo not given)	-7.5%	?	-3.6%	-4.7%	-1.8%	-18.4%	-16.7%	-2.8%	-1.3%
31	O=C(Cc1cccs1)N1CCC(c2nc3c(nnn3Cc3ccc(F)cc3)c(=O)[nH]2)CC1	1.8%	26.0%	5.0%	6.2%	?	1.0%	4.7%	-17.1%	0.0%
32	CCCc1cc(=O)[nH]c(SCC(=O)NCCN2C(=O)CSC2=O)n1	-0.6%	3.7%	9.6%	-2.5%	15.0%	-3.8%	-5.8%	14.4%	-4.9%
33	CCOc1ccc2[nH]c3c(NCCOC)ncnc3c2c1	22.8%	9.3%	3.6%	0.5%	-1.1%	-9.7%	-10.9%	8.8%	8.1%
34	COc1ccc(C(=O)NCC(c2cccnc2)N2CCc3ccccc32)cc1OC (stereo not given)	-13.4%	1.4%	/	/	/	/	-4.7%	0.0%	-5.5%
35	COC(=O)c1ccc(-c2noc(CN(Cc3nccn3C)C(C)C)n2)cc1	15.6%	-2.8%	4.7%	5.2%	-4.5%	0.2%	0.2%	27.9%	-18.2%
36	COc1ccc(CCNC(=O)C(=O)Nc2ccc(C)cc2)cc1OC	2.8%	9.7%	3.6%	/	/	/	11.3%	2.7%	-24.3%
37	FC(F)(F)c1nnc2ccc(N3CCN(c4ccccc4)CC3)nn12	13.2%	-3.3%	-12.5%	13.0%	13.9%	0.3%	-10.2%	-1.5%	5.9%
38	COc1ccc(/C=N/NC(=O)c2ccc3ccccc3c2)cc1OS(=O)(=O)c1ccc(NC(C)=O)cc1	?	-0.6%	-1.5%	6.31µM*	?	-17.1%	2.24µM*	-25.0%	-7.4%
39	CNC(=O)CSc1cn(CC(=O)N(C(C)C)C(C)C)c2ccccc12	-0.1%	9.7%[7.66 µM]	-1.6%	26.0%	8.1%	0.6%	-7.5%[7.66 µM]	5.0%	-13.0%
40	Cc1noc(C)c1CN1C(=O)NC2(CCCCCCC2)C1=O	15.0%	3.5%	-5.0%	0.2%	-5.3%	-0.9%	-1.9%	0.4%	-4.0%
41	COc1ccccc1CNS(=O)(=O)c1cc(C)ccc1OC	0.4%	-15.9%	14.6%	6.8%	-0.6%	-3.6%	0.6%	27.6%	?
42	O=C(NCCN1C(=O)CSC1=O)c1ccccc1	21.5%	5.1%	0.1%	3.7%	7.1%	?	15.0%	2.7%	-4.7%
43	Cn1nc(C(=O)Nc2ccc(S(=O)(=O)Nc3ncccn3)cc2)ccc1=O	-1.2%	-3.6%	5.5%	26.5%	14.0%	-8.2%	3.8%	-3.1%	?
44	CCN(CC)CCCNC(=S)N(Cc1cccnc1)Cc1cc2cccc(C)c2[nH]c1=O	10.1%	-3.2%	11.0%	-7.5%	-14.9%	0.0%	-12.3%	-31.9%[inhibitor]	-0.9%

High-throughput results: PubChem BioAssay, National Center for Advancing Translational Sciences (NCATS)
